Screening data as filed in PubChem BioAssay.
LDHA inh = LDHA (human) enzyme inhibition | P00338 | activity change, % (values are at about 110 or 230 µM) | 480,000 compounds, 0.15% hits | purified LDHA, NADH/diaphorase-resazurin fluorescence; active compounds read low; in the data active means activity change below about -30%; inconclusive means mostly about -25% to -30%;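 further: plate controls were DMSO wells for no effect and wells without enzyme for full effect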
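Human LDH5 at 2 nM final in Tris HCl pH 7.4 with 0.06 mM NADH and 0.2 mM pyruvate, reacted 5 minutes at room temperature. Remaining NADH coupled via diaphorase/resazurin; resorufin fluorescence read at 0 and 20 minutes, normalized to enzyme-free and DMSO wells.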
D2 antagonist = D2 dopamine receptor (human) antagonism; P14416; HEK293 TREx D2 cells, calcium flux, dopamine EC80; inhibition, % at 10 µM; 340,000 compounds, 2% hits; AID 485344; in the data active means inhibition above about 30%; further: 0% is about no effect
Target sequence (P14416 whole entry, looked up): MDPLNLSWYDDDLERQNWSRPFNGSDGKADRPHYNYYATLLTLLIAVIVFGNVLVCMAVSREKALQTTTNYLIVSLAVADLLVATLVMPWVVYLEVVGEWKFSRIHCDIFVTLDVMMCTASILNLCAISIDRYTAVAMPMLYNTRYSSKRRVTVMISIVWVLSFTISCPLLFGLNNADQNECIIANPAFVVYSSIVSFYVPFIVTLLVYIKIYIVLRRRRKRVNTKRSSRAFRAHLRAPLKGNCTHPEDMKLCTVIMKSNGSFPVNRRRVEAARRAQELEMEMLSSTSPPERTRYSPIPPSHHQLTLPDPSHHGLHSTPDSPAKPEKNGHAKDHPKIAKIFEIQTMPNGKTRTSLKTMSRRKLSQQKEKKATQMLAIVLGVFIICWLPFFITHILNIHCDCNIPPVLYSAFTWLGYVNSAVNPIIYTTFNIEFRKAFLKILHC
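In this primary screen, negative modulation is detected by tracking calcium flux after an EC80 dopamine challenge in inducible HEK293 T-REx D2 cells preexposed to test compound for 180 s.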
Vif-A3F inh = inhibitors of Vif-A3F interaction. Potency, µM (titrated, usually from 46.1 µM), without a hit: at the top dose activity, negative = active. AID 602313. HeLa A3F-eYFP + Vif (tagged APOBEC3F with the HIV-1 protein that degrades it), YFP fluorescence increase. 390,000 compounds, 0.2% hits; further: potency means the concentration at half of the fitted maximal effect; % of control where 0% means no effect; nearly all actives have a fitted effect of over 65% in size
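HeLa cells stably expressing A3F-eYFP plus Vif, plated and incubated overnight at 37 deg C, then exposed to compounds overnight at 37 deg C. Blocked degradation read as raised yellow fluorescence (Ex 488/Em 500-530).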
GRP78 ERSR act = ER stress response induction in glioma; U87-MG GRP78 promoter luciferase reporter, 16 h; Potency, µM, for inactives: top-dose activation, usual class: activators; 420,000 compounds, 0.02% hits; AID 602332; further: potency means the concentration at half of the fitted maximal effect; series mostly up to about 76 µM; % of control where 0% means no effect; nearly all actives have a fitted effect of over 35% in size
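ERSR induction read as luciferase luminescence (Bright-Glo, 10 min at room temperature) in stably transfected human U87-MG glioma cells exposed to compounds for 16 h, using GRP78 as sensor.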
12-LOX inh = inhibitors of human 12S-lipoxygenase ALOX12. Potency, µM (doses to about 108 µM), without a hit: top-dose activity change, negative = inhibition, most hits filed as inhibitors. 580,000 compounds, 1.1% hits. purified 12hLO, xylenol orange hydroperoxide absorbance; further: potency means the concentration at half of the fitted maximal effect; on the % scale 0 is the no-effect control and ±100 the full control effect
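Purified human 12hLO at 150 nM in 25 mM Hepes, 0.01% Triton X-100, pH 7.0, preincubated 15 min at room temperature with compound. Reaction started with 40 uM arachidonic acid, 30 min at room temperature. Hydroperoxide measured by Fe-xylenol orange, 573/405 nm absorbance ratio.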
ERG Ets-DNA blk = ERG Ets/DNA interaction inhibition | fluorescence polarization, His-ERG Ets domain / labelled DNA | Potency, µM (titrated, usually from 76.9 µM), for inactives: at the highest dose FP activity, negative = inhibition, most hits filed as inhibitors | 370,000 compounds, 0.028% hits | AID 624246; active means well fitted inhibition curve with a large enough effect in the polarisation, with a control signal flat; inconclusive means small, poorly fitted or top-dose-only effect, or effect the other way, or a change in a side signal; inactive means no such curve, though single readings can be large or run the other way; the % refers to the polarisation;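 further: polarization taken with two DNA probes labelled with fluorescein and Texas red; potency means the concentration at half of the fitted maximal effect; % of control where 0% means no effect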
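His-tagged ERG Ets domain (1 uM in the protein solution; 300mM KCl, 50mM Tris-HCl, 1mM EDTA, 1mM DTT, pH 7.5) received compound, then a probe mix of 5 nM fluorescein-DNA and 100nM Texas-615-DNA. Fluorescence polarization was read for both dyes.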
RGS4 inh = human RGS4 inhibition; P49798; Transcreener GDP fluorescence polarization, RGS4-accelerated GTP hydrolysis; Potency, µM (doses to about 114 µM), inactives show at the highest dose activity change, negative = inhibition, actives largely listed as inhibitors; 390,000 compounds, 0.039% hits; AID 504845; further: potency means the concentration at half of the fitted maximal effect; on the % scale 0 is the no-effect control and ±100 the full control effect; nearly all actives have a fitted effect of over 75% in size; some results filed as inactive show a strong effect at the top dose
Target sequence (P49798 whole entry, looked up): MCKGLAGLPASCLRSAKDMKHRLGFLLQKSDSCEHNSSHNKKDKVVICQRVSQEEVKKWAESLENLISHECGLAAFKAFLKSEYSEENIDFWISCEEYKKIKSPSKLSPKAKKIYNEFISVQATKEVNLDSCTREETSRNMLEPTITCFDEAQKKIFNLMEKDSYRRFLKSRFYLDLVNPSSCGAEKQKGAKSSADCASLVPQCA
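MLSMR compounds (23 nl, pin-transferred) preincubated 10 min at room temperature with a 500nM (2x) first reagent, then RGS4 at 900nM (2x) plus Transcreener GDP mix added; fluorescence polarization (620/688 nm) read before and after 90 min at 30 °C.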
Vif-APOBEC3G blk = inhibitors of Vif-APOBEC3G interaction; Potency, µM (top dose mostly 46.1 µM), for inactives: top-dose activity, negative = active, usual class: inhibitors; 410,000 compounds, 0.076% hits; HeLa A3G-eYFP + Vif (tagged APOBEC3G with the HIV-1 protein that degrades it), YFP fluorescence, overnight;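 further: potency means the concentration at half of the fitted maximal effect; on the % scale 0 is the no-effect control and ±100 the full control effect; nearly all actives have a fitted effect of over 60% in size; hits raise eYFP signal because A3G escapes Vif-driven loss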
Target sequence (Q9HC16 whole entry, looked up): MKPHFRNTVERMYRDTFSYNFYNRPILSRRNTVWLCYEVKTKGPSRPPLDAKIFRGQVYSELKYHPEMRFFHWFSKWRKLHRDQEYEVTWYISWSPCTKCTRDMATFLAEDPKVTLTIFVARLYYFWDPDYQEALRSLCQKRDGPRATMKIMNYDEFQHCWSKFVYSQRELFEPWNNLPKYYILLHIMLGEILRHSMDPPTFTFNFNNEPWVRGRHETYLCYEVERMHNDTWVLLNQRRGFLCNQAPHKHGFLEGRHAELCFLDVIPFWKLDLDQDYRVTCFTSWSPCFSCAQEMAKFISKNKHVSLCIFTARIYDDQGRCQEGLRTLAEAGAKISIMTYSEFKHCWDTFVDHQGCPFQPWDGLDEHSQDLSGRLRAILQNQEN
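Read-out is eYFP fluorescence (Ex 488/Em 500-530) from Vif-expressing HeLa A3G-eYFP cells; more signal means A3G escaped Vif-mediated degradation. Cells plated overnight, compound pinned in, incubated overnight at 37 deg C.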
D2 ag = activates the human D2 dopamine receptor | AID 485358 | 340,000 compounds, 0.53% hits | P14416 | HEK293 T-REx D2 cells, calcium flux agonist mode | activation, % at 2 µM;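 active means activation over 3 SD above normal in the single-dose calcium agonist read, cut at about 30% in these data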; further: 0% is about no effect
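Agonism is scored from calcium flux in a force-coupled, inducible HEK293 cell line expressing D2, read kinetically for 180 s after compound addition against dopamine controls.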
An asterisk follows results filed as active; ? = inconclusive; / = not tested or not shown; & = joins results of further samples; [ ] = dose if it differs, or a comment. Unless noted, the call rests on the fitted dose curve; in most records, active means well fitted curve in the direction sought with a large enough effect; inconclusive means small, poorly fitted or top-dose-only effect, or another doubt; inactive means no such curve, though single readings can be large; an effect the other way counts as inactive or inconclusive.

SMILES	LDHA inh	D2 antagonist	Vif-A3F inh	GRP78 ERSR act	12-LOX inh	ERG Ets-DNA blk	RGS4 inh	Vif-APOBEC3G blk	D2 ag
COc1cc(/C=C/C(=O)O)ccc1OS(=O)(=O)c1c(C)cc(C)cc1C	-11	9	-8%	-5%	22%	-11%	14%	-13%	0.0
COc1ccc(N(C)C(=O)c2cn(C)c(=O)c3cc(OC)c(OC)cc23)cc1	-1&1	-11	-24%&-18%	-4%&0%	15%&-10%	22%&-4%	1%&-14%	-5%&2%	0.2&-1.1
C=CC[n+]1ccc2ccccc2c1C	7	8	-3%	-3%	?	0%	?	0%	-0.4
COc1ccccc1-c1ccc(Nc2cccc(C(F)(F)F)c2)nn1	-3	8	1%	-3%	3%	-8%	5%	0%	-0.9
CCCCCC(=O)NNC(=O)Nc1ccccc1	-3	0	-7%	-4%	12%	-3%	-20%	1%	0.7
CCC1CCC2(CC1)SCC(=O)N2c1ccccc1 (centres undefined)	-4	-19	1%	-6%	?	5%	26%	1%	0.1
COC(=O)c1cc2ccccc2c(-c2c(OC)c(C(=O)OC)cc3ccccc23)c1OC	-5	1	-5%	-6%	9%	2%	5%	1%	0.9
CCOC(=O)c1c(C)[nH]c(C)c1C(=O)CSc1nc2ccccc2c(=O)n1-c1ccc(C)cc1	-8	-10	-9%	-4%	-15%	-6%	5%	1%	-1.2
O=C(NC1CCCCC1)C1CCCN1S(=O)(=O)c1cccc2nsnc12 (centres undefined)	-12	/	-1%	5%	-16%	-6%	10%	2%	/
CC1CCN(CCCn2c(=S)[nH]c3c(sc4ccccc43)c2=O)CC1	0	12	-1%	0%	?	0%	-42%	0%	-2.4
CC1CCN(S(=O)(=O)c2ccc(NC(=O)CN3CCCCCC3)cc2)CC1	-2	/	-9%	-2%	-4%	5%	1%	5%	/
CCN(CC)C(=O)c1cnn(-c2ccccc2)c1NC(=O)c1ccco1	2	-6	-18%	-2%	5%[57.4 µM]	3%	26%	1%	1.7
Cc1onc(-c2ccccc2)c1-c1csc(N/N=C/c2ccccc2Cl)n1	2	24	30%	-2%	2%	17%	-11%	-5%	0.4
CC(C)c1ccc2oc(=O)cc(CN3CCN(Cc4ccccc4)CC3)c2c1	-2&6	-28	0%	-2%	0%&-29%	3%	17%	-1%	-0.7
CC(=O)N(Cc1cccnc1)c1nc2ccc(F)cc2s1	1	/	4%	-5%	-14%	-5%	6%	4%	0.3
Cc1ccc(-n2nc(C(=O)N(C)c3ccccc3Cl)c3c4ccccc4n(C)c3c2=O)cc1	-2	/	/	/	-25%	-1%	-5%	/	1.1
CCCCN1Cc2c(nc3cc(-c4ccccc4)[nH]n3c2=O)C1=O	0	-7	-9%	-2%	0%	?	-6%	0%	-0.1
Cc1ccc(F)cc1NC(=O)COC(=O)c1ccc(S(C)(=O)=O)c([N+](=O)[O-])c1	-2	/	/	-11%	/	/	-17%	?	/
C[C@@H]1CN([C@@H](C)CO)C(=O)Cc2cc(NS(=O)(=O)c3cn(C)cn3)ccc2O[C@@H]1CN(C)C(=O)Nc1ccccc1	1	/	-2%	-5%	?	-4%	-5%	3%	/
Cn1c(=O)c2c(nc(NCc3ccco3)n2Cc2ccccc2Cl)n(C)c1=O	2&-4	11	/	3%	-24%&0%	11%	-4%	1%	-1.1
CCOC(=O)c1cnc(-n2cc(C)cn2)nc1Nc1ccccc1OC	5	24	-3%	-3%	-14%	-3%	1%	-1%	0.5
COc1ccc(/C(C)=N/OCC(=O)Nc2nc3ccccc3s2)cc1OC	-1	2	-6%	-2%	?	22%	-15%	-2%	-1.3
Cc1ccc(NC2=C(Cl)C(=O)OC2OC(=O)c2ccco2)cc1C (centres undefined)	1	3	-10%	-7%	-10%	-2%	1%	-12%	0.4
CCN(C(=O)c1cc2c(Cl)nc3ccccc3c2s1)c1cccc(Cl)c1	-8	/	-1%	-2%	-13%	0%	7%	6%	0.6
COc1ccccc1C(=O)C1CCCN(C(=O)c2ccccc2C(C)=O)C1 (centres undefined)	0	4	3%	4%	-6%	-5%	-1%	2%	0.9
CNCc1ccccc1Sc1cccc(O)c1	4	6	-20%	-3%	-10%	6%	-4%	0%	0.2
CCOC(=O)c1ccc(NC(=O)Cn2cnc(S(=O)(=O)N3CCCC3)c2)cc1	0&-8	-16	-5%&0%	-1%&-3%	-34%	-23%&17%	7%&19%	2%&2%	0.3
COc1ccc(N(CC2CO2)S(=O)(=O)c2ccccc2)cc1 (centres undefined)	-4	-4	0%	2%	4%	9%	10%	7%	0.0
Cc1cc(-c2nnn(CCCOC(C)(C)C)c2C)ccc1-c1cn(CCCOC(C)(C)C)nn1	-4	/	0%	0%	11%	/	/	-1%	/
CCOc1ncccc1C(=O)Nc1ncc(C)s1	-4	-1	7%	1%	-1%	1%	-19%	1%	-0.4
Cc1ccc(OCc2cc(C(=O)N3CCN(C)C[C@@H]3c3ccccc3)no2)cc1C	1	-7	2%	0%	-4%	7%	16%	-3%	1.8
O=C(Nc1ccccc1C(F)(F)F)C1CCN(S(=O)(=O)Cc2ccccc2)CC1	-12	/	1%	-4%	-21%	4%	1%	-3%	-1.6
CCCOc1ccc(CC(CC(=O)O)(C(=O)O)C(=O)O)cc1	-1	7	4%	2%	?	-6%	-19%	-3%	-0.7
O=S(=O)(N/N=C/c1ccc(OC2CSC2)cc1)c1ccccc1	-3	8	8%	-2%	-4%	-4%	5%	0%	-1.6
CC(=O)c1ccc(S(=O)(=O)N2CCNC(=O)C2)cc1	0	/	-10%	-3%	-2%	-11%	-20%	0%	/
CCOc1ccccc1N=CC1=C(O)CC(c2ccccc2)CC1=O (centres undefined)	3	-1	4%	-4%	-4%	-18%	-11%	-16%	-0.6
O=S(=O)(Nc1cc(F)ccc1F)c1ccc2[nH]c3c(c2c1)CCCCC3	0	/	7%	-5%	?	-5%	9%	-14%	/
Cc1ccc(CCN2C(=O)CCC2(C)C(=O)NCc2cccnc2)cc1 (centres undefined)	-6	5	-6%	-3%	22%	-5%	11%	1%	-0.6
O=C(Cc1c(Cl)cccc1Cl)NCCc1ccc(Cl)cc1	-2	-21	3%	-2%	-4%	16%	-19%	1%	-1.5
CCOC(=O)C1CCN(CC(=O)NC(=O)NC2CCCCC2)CC1	-4	/	5%	-5%	-2%	-2%	1%	1%	/
CCOc1ccc(C(=O)NC2CC3CCCC(C2)N3CC(C)C)cc1 (centres undefined)	-9	7	5%	-4%	-12%	-8%	-8%	3%	-0.5
Cc1ccccc1CN(C)C(=O)COC(=O)CSc1ccc([N+](=O)[O-])cc1	-1	-6	5%	-2%	?	1%	-31%	0%	-0.5
COc1ccc(NC(=O)Cn2c(=O)n(-c3cccc(C)c3)c(=O)c3c2c2cc(C)ccc2n3C)cc1Cl	-5	/	-5%	2%	-16%	-1%	1%	-5%	0.2
O=C(C1=C(O)C(=O)N(Cc2cccnc2)C1c1ccccn1)c1cccs1 (centres undefined)	0	-4	6%	-3%	-17%	-3%	-17%	0%	0.9
COc1ccccc1NC(=O)c1c(N=Cc2c(O)ccc3ccccc23)cnn1C	34	14	-21%	-7%	11%	6%	-34%	?	-1.8
C=CCOc1ccc(C(=O)c2ccccc2)c(OCC(=O)NC2(C#N)CCCC2)c1	-6	1	4%	-4%	9%	1%	-14%	0%	2.3
Cc1cnc(CN2CCCC(C(=O)c3ccc4c5c(cccc35)CC4)C2)[nH]1 (centres undefined)	-8	7	-9%	-8%	85%[activator]	4%	37%	5%	-1.3
Cc1ccc(-n2c(=O)c3c(c4cc(C)ccc4n3C)n(Cc3ccc(F)cc3)c2=O)cc1	3	/	0%	-4%	-14%	-1%	6%	0%	/
COc1ccc(OCCC(=O)OCc2c(C)noc2C)cc1	-6	-8	3%	0%	0%	-6%	-25%	3%	-1.5
O=C1CC(c2ccccc2)C(=O)N2C(=O)CC(c3ccccc3)C(=O)N12 (centres undefined)	-12	/	4%	-4%	0%	1%	29%	1%	/
Other entries follow.
SMILES	LDHA inh	D2 antagonist	Vif-A3F inh	GRP78 ERSR act	12-LOX inh	ERG Ets-DNA blk	RGS4 inh	Vif-APOBEC3G blk	D2 ag
COc1ccc(N2CCN(CCCNC(=O)c3ccc4nc(Cc5ccccc5)oc4c3)CC2)cc1	-3	/	3%	-3%	?	-2%	-20%	0%	-0.1
CCC1Oc2ccccc2N(CC(=O)NCCCN2CCCCC2CC)C1=O (centres undefined)	-2	7	1%	-1%	19%	/	-7%	2%	-0.4
COc1cccc(CNC(=O)c2c(C)oc3ncnc(N4CCOCC4)c23)c1	-2	/	1%	-4%	3%	1%	-5%	4%	-0.9
CN(C(=O)C(C)(C)C)c1ccc(OCC(=O)N2CCc3ccccc3C2)cc1	-4	-16	-1%	-3%	-8%	16%	-23%	5%	0.6
CN(C)CCNC(=O)C(=O)NCC(c1ccc2c(c1)OCO2)N1CCN(c2ccc(F)cc2)CC1 (centres undefined)	0	-1	-1%	-1%	22%	12%	1%[11.4 µM]	6%	0.9
CN(C)c1ccnc(Oc2ccc(F)cc2)c1C#N	-7	1	-5%	0%	6%	/	-6%	0%	0.5

Arranged by the number under 12-LOX inh (highest first): three from the list above
SMILES	12-LOX inh
CN(C)CCNC(=O)C(=O)NCC(c1ccc2c(c1)OCO2)N1CCN(c2ccc(F)cc2)CC1 (centres undefined)	22%
CN(C)c1ccnc(Oc2ccc(F)cc2)c1C#N	6%
COc1cccc(CNC(=O)c2c(C)oc3ncnc(N4CCOCC4)c23)c1	3%

This is a subset, so the mix of outcomes need not match the whole.
